# GCN5L2 inh – blocks human GCN5L2 histone acetyltransferase. AID 504327. Potency, µM (top dose mostly 58.9 µM), for inactives: at the highest dose activity change, negative = inhibition, actives largely listed as inhibitors. 0.21% of 390,000 active. GCN5L2 HAT assay, ThioGlo1 CoA-SH fluorescence
# Target sequence (Q92830 whole entry, looked up): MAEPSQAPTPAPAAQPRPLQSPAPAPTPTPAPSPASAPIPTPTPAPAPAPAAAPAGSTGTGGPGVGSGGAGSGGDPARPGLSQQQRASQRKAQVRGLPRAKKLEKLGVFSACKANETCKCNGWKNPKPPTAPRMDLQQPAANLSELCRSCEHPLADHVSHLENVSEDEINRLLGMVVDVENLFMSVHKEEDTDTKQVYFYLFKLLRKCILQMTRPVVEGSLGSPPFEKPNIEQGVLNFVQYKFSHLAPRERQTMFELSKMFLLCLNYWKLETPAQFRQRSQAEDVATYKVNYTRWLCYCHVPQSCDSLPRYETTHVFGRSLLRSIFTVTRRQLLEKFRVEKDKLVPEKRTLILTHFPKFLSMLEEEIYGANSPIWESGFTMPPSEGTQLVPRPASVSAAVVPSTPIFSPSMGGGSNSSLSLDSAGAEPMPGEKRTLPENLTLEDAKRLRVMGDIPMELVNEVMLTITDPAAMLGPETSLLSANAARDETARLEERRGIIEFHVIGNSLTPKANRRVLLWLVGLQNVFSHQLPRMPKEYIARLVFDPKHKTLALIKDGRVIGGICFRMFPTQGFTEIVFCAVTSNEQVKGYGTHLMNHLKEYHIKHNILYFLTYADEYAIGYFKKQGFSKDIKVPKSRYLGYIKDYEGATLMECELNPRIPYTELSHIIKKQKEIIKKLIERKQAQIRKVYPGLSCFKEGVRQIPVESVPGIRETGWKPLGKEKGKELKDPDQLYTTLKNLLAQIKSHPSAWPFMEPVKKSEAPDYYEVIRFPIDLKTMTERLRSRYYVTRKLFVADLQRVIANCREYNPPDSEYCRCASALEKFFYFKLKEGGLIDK
#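 Titration-based screen in which CoA formation is detected via maleimide probe ThioGlo1 (50uM) turning fluorescent on thiol reaction; substrates H3(1-25) 75uM and acetyl-CoA 70uM, GCN5L2 20nM, 20 min incubation at room temperature.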
# TDP1 cell CPT – DT40-hTDP1 cell growth loss with CPT | chicken DT40 Tdp1-/-;hTDP1 cells + 20 nM CPT, ATP luminescence, 48 h | Potency, µM (doses to about 46.2 µM), for inactives: top-dose activity change, negative = growth inhibition, actives largely listed as inhibitors | 12% of 420,000 active | AID 686979; also: nearly all actives have a fitted effect of over 55% in size
#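 Cell growth measured by CellTiter-Glo luminescence after a minimum 48 h, 37 C compound exposure with 20 nM CPT in Tdp1-knockout DT40 cells stably expressing hTDP1, seeded 400/well; qHTS titration format.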
# DT40 TDP1 no CPT – qHTS for Inhibitors of human tyrosyl-DNA phosphodiesterase 1 (TDP1): qHTS in cells in absence of CPT | DT40 Tdp1-/- hTDP1 cells, no CPT, ATP luminescence, 48 h | Potency, µM (highest dose often 46.2 µM), for the others: top-dose activity change, negative = growth inhibition, most hits filed as inhibitors | 15% of 420,000 active | AID 686978, 2013; also: nearly all actives have a fitted effect of over 55% in size
#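 DT40 Tdp1-/-;hTDP1 cells, no CPT (DMSO vehicle only), 400 cells/well; compounds pin-transferred; ≥48 hr, 37 °C; CellTiter-Glo 30 min RT dark, luminescence read.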
# Active calls of the source: *; ? = inconclusive; . = no result given; & = joins results of further samples; [ ] = another dose, or the depositor's remark. Calls follow the shape of the dose curve; as a rule, active = well fitted curve in the direction sought with a large enough effect; inconclusive = small, poorly fitted or top-dose-only effect, or another doubt; inactive = no such curve, though single readings can be large; an effect the other way counts as inactive or inconclusive. % is scaled to controls: 0 for no effect and ±100 for the full control effect; potency is read from the fitted curve at half-maximal effect.
# Preview (six entries):
SMILES,GCN5L2 inh,TDP1 cell CPT,DT40 TDP1 no CPT
O=C(CC1N=C(Cc2ccccc2)NNC1=O)N/N=C/c1ccc([N+](=O)[O-])cc1 (stereo not given),1%,17%,-2%
COC(=O)c1ccc(COC(=O)CCC(=O)c2cccs2)cc1,-3%,19%,3%
O=C(NCCc1ccccc1)c1c[nH]c2ccc(S(=O)(=O)Nc3ccccc3F)cc2c1=O,-1%,-19%,?
CCSc1nnc(C(C)NS(=O)(=O)c2cccc(Cl)c2C)n1C (stereo not given),.,-1%[9.04 µM],-1%
CC(C)(CNC(=O)/C=C/c1ccc(F)cc1)CNC(=O)/C=C/c1ccc(F)cc1,-2%,?,?
COc1cccc(OC)c1C(=O)NC(=S)NCc1cccnc1,?,-5%,19%

# Main list, repeating the preview:
SMILES,GCN5L2 inh,TDP1 cell CPT,DT40 TDP1 no CPT
O=C(CC1N=C(Cc2ccccc2)NNC1=O)N/N=C/c1ccc([N+](=O)[O-])cc1 (stereo not given),1%,17%,-2%
COC(=O)c1ccc(COC(=O)CCC(=O)c2cccs2)cc1,-3%,19%,3%
O=C(NCCc1ccccc1)c1c[nH]c2ccc(S(=O)(=O)Nc3ccccc3F)cc2c1=O,-1%,-19%,?
CCSc1nnc(C(C)NS(=O)(=O)c2cccc(Cl)c2C)n1C (stereo not given),.,-1%[9.04 µM],-1%
CC(C)(CNC(=O)/C=C/c1ccc(F)cc1)CNC(=O)/C=C/c1ccc(F)cc1,-2%,?,?
COc1cccc(OC)c1C(=O)NC(=S)NCc1cccnc1,?,-5%,19%
S=c1[nH]nc(-c2ccccc2Br)n1Cc1ccccc1,-21%,1%,-2%
Cc1cc(C(=O)N/N=C/c2ccc(OC(=O)c3ccccc3Br)cc2)n[nH]1,-6%,?,?
COC(=O)[C@]12CCCCC=C1N(CCc1ccc(OC)c(OC)c1)C(=O)[C@H](CC(=O)N1CCCCC1)C2,.,?,?
COc1ccc(CC(=O)n2[nH]c(=O)ccc2=O)cc1OC,?,?,?
COc1ccc(C)cc1NC(=O)N1CCC(CO)(CC2CCCCO2)CC1 (stereo not given),-2%,-12%,-4%
CCOC(=O)c1cc(CC)sc1NC(=O)Cc1ccccc1,-8%[0.501 µM],-20%,-14%
CC1=CC2=NC(=O)/C(=C/c3cccn3Cc3ccccc3)C(=N)N2O1,-8%,19%,?
Cc1ccc(-n2ncc3c2CC(C)(C)CC3NC(=O)CCN2CCCCC2=O)cc1 (stereo not given),-15%,-26%,-22%
O=C(O)C1CC1C(=O)N1CCN(c2ccc(Cl)c(Cl)c2)CC1 (stereo not given),-1%,-3%,-11%
Cc1ccc(S(=O)(=O)Nc2cc3c(C(=O)Nc4ccccc4)c(C)oc3c3ccccc23)cc1,-20%,?,?
C#CCOCCOCCOCCNc1nc(N2CCN(C(=O)[C@H]([C@@H](C)CC)n3cc([C@@H](N)CO)nn3)CC2)nc(N2CCN(C(=O)[C@H](CCCCN)n3cc([C@@H](N)C(C)CC)nn3)CC2)n1 (stereo not given in full),-6%,-14%,-1%
O=C1CC(c2ccc(Cl)cc2)c2c(O)cc(O)cc2O1 (stereo not given),-3%,-2%,-26%
COc1ccccc1Cc1nnnn1CC(=O)O,1%,-3%,-28%
O=C(NCC(=O)N(CCc1ccccc1)C(C(=O)NC1CCCC1)c1cccnc1)c1ccco1 (stereo not given),-1%,-12%,4%
Cc1cc(C(=O)CSc2ccc(F)cc2)cc(C)c1O,2%,?,-20%
COC(=O)[C@@H]1CCCN1C(=O)c1c(OC)cc(=O)n2c1CCN(Cc1ccc(C)o1)CC2,.,4%,-14%
O=C(C[n+]1ccc(/C=N/O)cc1)N(Cc1ccccc1)Cc1ccccc1,-6%,-9%,-28%
O=C(Nc1cccc(N2C(=O)C3C4C=CC(C4)C3C2=O)c1)c1cccs1 (stereo not given),-7%,-23%,-22%
CC1CCCN(S(=O)(=O)CCNC(=O)c2ccc3c(c2)OCO3)C1 (stereo not given),-7%,16%,-1%
Cc1csc(SCC(=O)c2c(N)n(C)c(=O)n(C)c2=O)n1,-2%,?,-28%
Cn1c(=O)c2c(=O)cc(N)[nH]c2n(C)c1=O,-3%,8%,1%
COc1ccc(C(=O)NCCN2CCOCC2)cc1OC,-7%,-2%,5%
COc1ccc2c(c1)-c1nc(-n3ncc(C(=O)NCC4CCCN(C)C4)c3C3CC3)ncc1CC2 (stereo not given),.,4%[9.04 µM],-18%
CCOC(=O)C(=CNc1ccc(C(F)(F)F)cc1Cl)C(=O)OCC,-14%,-6%,?
Cc1cccnc1C(NC(=O)C1CCN(CCCc2ccccc2)CC1)c1ccc(Cl)cc1 (stereo not given),.,?,29µM*
COc1cc2c(cc1NC(=O)CSc1ccccc1)oc1ccccc12,-5%,?,?
COc1ccc(NC(=S)Nc2cccc(Cl)c2)cc1OC,-12%,14%,-9%
CC(C)CNS(=O)(=O)c1ccc(CCC(=O)N2CCN(Cc3ccc4c(c3)OCO4)CC2)cc1,-4%,13µM*,18µM*
Cc1nn(CC(=O)N2CCC(C)CC2)c(=O)c2nn(-c3ccccc3)c(C)c12,-3%,6%,2%
COC(=O)[C@H]1C[C@H](OC(=O)Nc2cccs2)[C@@]2(O)CN(S(=O)(=O)c3ccc(C)cc3)CC2[C@H]1C(=O)OC (stereo not given in full),.,?,?
CC(=O)Nc1cc(NC(C)=O)cc(C(=O)N2CCCC3CCCCC32)c1 (stereo not given),-26%,5%,-19%
Cc1ccc(-c2nc(C#N)c(N3CCCCC3)o2)cc1,-6%,?,?
COc1ccc(OCC(=O)Nc2ccc3c(c2)nc(CCN2CCCC2)n3C)cc1,-21%,?,-13%
COc1cc(C(C(=O)NC2CCCCC2)N(Cc2ccco2)C(=O)c2cnccn2)cc(OC)c1OC (stereo not given),-8%,-4%,-15%
Cc1cccc(NS(=O)(=O)c2ccc(C)c(C(=O)NCCCN3CCOCC3)c2)c1,-5%,-10%,-7%
Cc1cc(NC(=O)CN2C(=O)/C(=C/c3ccc(C(C)C)cc3)SC2=S)no1,.,?,?
CCCCN(C)C(=O)Cn1cnc2sc(C)cc2c1=O,-12%,0%,0%
Cc1nc(Nc2ccc(F)cc2)nc(Nc2ccc(F)cc2)c1[N+](=O)[O-],-10%,?,?
O=[N+]([O-])c1cc(S(=O)(=O)Nc2ccccc2)ccc1Nc1ccccc1,.,?,15µM*
COc1ccc(Cc2nnc(Nc3ccccc3)s2)cc1Br,-20%,?,?
CCCC(=O)Nc1nnc(-c2ccccc2)o1,1%,0%,-13%
O=c1[nH]c(CN2CCN(c3ccc(O)cc3)CC2)nc2scc(-c3ccc(Cl)cc3)c12,-2%,3.7µM*,4.6µM*
NNC(=O)c1ccc(COc2ccc3ccccc3c2)cc1,0%,?,21µM*
COc1ccc(S(=O)(=O)N2CCCC(C(F)(F)F)C2)cc1 (stereo not given),0%,-24%,-6%
Cc1nc(CN2CCN(C(=O)CC3(c4ccccc4Cl)CC(=O)N(C)C3=O)CC2)cs1 (stereo not given),.,10%,-10%
O=[N+]([O-])c1ccc2ncnc(N3CCN(Cc4ccc5c(c4)OCO5)CC3)c2c1,5%,13µM*,9.2µM*
COC(=O)c1ccc2nc(C3CCCCC3)c(Cc3cccc(Cl)c3)n2c1,.,?,16µM*
CCCC(=O)OCC1CN(Cc2ccco2)S(=O)(=O)c2c(F)cccc2O1 (stereo not given),.,?,-19%
O=C(NNS(=O)(=O)c1ccc(Cl)cc1)c1sccc1-n1cccc1,?,-26%,-7%
O=C(c1cnccn1)N(Cc1cccs1)C1(C(=O)NC2CCCC2)CCCCC1,1%,1%,-26%
COc1ccc(C(=O)Nc2ccc(N3CCOCC3)cc2)cc1S(=O)(=O)N1CCCC1,-2%,11%,-7%
Cc1cccc(C(=O)Nc2cccc(OCc3cc(=O)n4ccccc4n3)c2)c1,0%,-4%,-7%
CCOc1ccc(-n2c(SCC(=O)Nc3ccc4c(c3)OCCO4)nc3c(c2=O)SCC3)cc1,-6%,-29%,-20%
Oc1ccc(Nc2nc(-c3ccc(Cl)cc3)nc3ccccc23)cc1,-23%,?,?

# Taken from above (5 entries):
SMILES,GCN5L2 inh,TDP1 cell CPT,DT40 TDP1 no CPT
Cc1cccc(NS(=O)(=O)c2ccc(C)c(C(=O)NCCCN3CCOCC3)c2)c1,-5%,-10%,-7%
Cc1cc(NC(=O)CN2C(=O)/C(=C/c3ccc(C(C)C)cc3)SC2=S)no1,.,?,?
CCCCN(C)C(=O)Cn1cnc2sc(C)cc2c1=O,-12%,0%,0%
Cc1nc(Nc2ccc(F)cc2)nc(Nc2ccc(F)cc2)c1[N+](=O)[O-],-10%,?,?
O=[N+]([O-])c1cc(S(=O)(=O)Nc2ccccc2)ccc1Nc1ccccc1,.,?,15µM*

# Following part:
SMILES,GCN5L2 inh,TDP1 cell CPT,DT40 TDP1 no CPT
COc1ccc(CN2CCC(=O)N([C@H](CO)Cc3ccccc3)CC2)cc1,-9%,-29%,-27%
CCCCOc1ccc(C(=O)OCC(=O)Nc2cc(C)on2)cc1,-5%,17%,-12%
O=C(O)c1ccccc1NN=Cc1ccccc1,.,2%,-20%
CCN(c1ccccc1)S(=O)(=O)c1cccc(C(=O)NCc2ccccc2CN2CCOCC2)c1,-30%,21µM*,18µM*
CC(C)CC(=O)c1c[nH]c(C(=O)O)c1,-4%,-4%,13%
CN(C)C(=O)CSc1nc2ccccc2n1Cc1ccccc1,2%,?,?
COc1ccc(/C=C/C(=O)N2CCc3c(cnc(C)c3CNC(=O)c3ccsc3)C2)cc1OC,.,6%[9.04 µM],-27%
c1ccc(-c2cc(-c3ccccc3)on2)cc1,-4%,?,?
COC(=O)c1ccc(Cn2nnc3c(=O)[nH]c(C4CCCN(S(=O)(=O)c5cccc(Cl)c5)C4)nc32)cc1 (stereo not given),-6%&0%,?,?
CC(C)CC(=O)N1CCN(S(=O)(=O)c2ccc(Cl)cc2)CC1,1%,9%,-9%
CCCn1c2ccc(C)cc2c2nnc(SCCN3CCOCC3)nc21,-18%,?,16µM*
CCOC(=O)C(NC(=O)c1ccccc1)=C(C)C,-2%,-15%,-15%
COc1cccc(CC(=O)OCC(=O)NC2CCCC2)c1,2%,-12%,?
Cc1ccc(CNC(=O)c2cc(NS(=O)(=O)c3ccc(C)cc3)ccn2)cc1,-2%,5%,8%
Cc1cc(=O)n2[nH]c(N)c(N=Nc3ccccc3F)c2n1,-4%,?,16µM*
CN(CC(=O)Nc1ccc(F)c(F)c1F)C(=O)c1ccc(-n2cncn2)c([N+](=O)[O-])c1,-5%,?,-18%
CC1Cc2ccccc2N1C(=O)CCn1c(=O)sc2ccccc21 (stereo not given),-10%,?,16µM*
Cc1ccc2nc(CCl)[n+]([O-])c(-c3ccccc3)c2c1,-1%,26µM*,16µM*
Cc1nnc(SCC(=O)NC2(C#N)CCCCC2)n1N,.,-4%,0%
O=C(NCCCN1CCN(c2ccccc2F)CC1)C1CCCN(S(=O)(=O)c2cnc[nH]2)C1 (stereo not given),-8%,5%,-23%
CC1CCCN(C(=O)CCNS(=O)(=O)c2ccc3c(c2)oc(=O)n3C)C1 (stereo not given),-4%,-2%,19%
CCOC(=O)c1[nH]c2ccc(OCC)cc2c1NC(=O)CN1CCCC(C)C1 (stereo not given),-14%,?,?
O=C1[C@H]2[C@@H](c3ccccc3)N[C@]3(CCCN(Cc4ccc(Cl)cc4)C3=O)[C@H]2C(=O)N1Cc1ccccc1,.,23µM*,8.2µM*
COc1ccc(-c2nnn(CC(=O)N(Cc3ccccc3Cl)C(C(=O)NCC3CCCO3)c3ccco3)n2)cc1OC (stereo not given),-10%,?,?
COc1ccc(Cc2nc(-c3ccc(NC(=O)c4cccnc4)cc3)no2)cc1,2%,5.8µM*,6.5µM*
Cc1ccc2oc(C(=O)NCC(c3ccc(Cl)cc3)N3CCOCC3)c(C)c2c1 (stereo not given),-8%,8.2µM*,10µM*
CCOC(=O)/C=C1\CC(=O)Nc2nonc2N1,-15%,?,0%
O=C1C2CC=CCC2C(=O)N1c1n[nH]c(Cc2ccccc2)n1 (stereo not given),-7%,-13%,-2%
O=C(Nc1ccc2oc(=O)ccc2c1)c1cccnc1Cl,45%[activator],-5%,-6%
CC(C)(C)c1csc(NC(=O)c2cccs2)n1,-21%,-14%,-28%
CC1(C(=O)Nc2ccc3ccccc3c2)CCC(=O)N1CCCn1ccnc1 (stereo not given),.,-2%,-11%
Cn1cccc1C(C#N)c1ncc(C(F)(F)F)cc1Cl (stereo not given),-9%,?,7.3µM*
COCC(=O)Nc1cc(C(=O)N[C@H]2CCCCNC2=O)c2c(c1)nc(-c1ccncc1)n2C,.,13%[9.04 µM],-14%
COc1cc(NC(=O)c2ccccc2F)ccc1NC(=O)c1ccccc1Cl,-4%,-3%,-12%

# Screening data (PubChem)

# Outcome played no part in choosing rows, and some 18% of all compounds hit somewhere here.
